ERb coact inh: blocks coactivator binding to human estrogen receptor beta. TR-FRET ER-beta LBD / SRC1-Cy5 peptide binding; receptor agonist-loaded with 1 µM estradiol. inhibition, % at 25.6 µM. actives 1.3% (n = 86,000). AID 633;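 active = compounds whose percent inhibition of the receptor-coactivator binding signal exceeds about 50% in the single-dose screen, limit read from the data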;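 note: 0% = receptor plus peptide wells without compound and 100% = peptide-only wells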
Target sequence (Q92731 whole entry, looked up, the tested form may be a part): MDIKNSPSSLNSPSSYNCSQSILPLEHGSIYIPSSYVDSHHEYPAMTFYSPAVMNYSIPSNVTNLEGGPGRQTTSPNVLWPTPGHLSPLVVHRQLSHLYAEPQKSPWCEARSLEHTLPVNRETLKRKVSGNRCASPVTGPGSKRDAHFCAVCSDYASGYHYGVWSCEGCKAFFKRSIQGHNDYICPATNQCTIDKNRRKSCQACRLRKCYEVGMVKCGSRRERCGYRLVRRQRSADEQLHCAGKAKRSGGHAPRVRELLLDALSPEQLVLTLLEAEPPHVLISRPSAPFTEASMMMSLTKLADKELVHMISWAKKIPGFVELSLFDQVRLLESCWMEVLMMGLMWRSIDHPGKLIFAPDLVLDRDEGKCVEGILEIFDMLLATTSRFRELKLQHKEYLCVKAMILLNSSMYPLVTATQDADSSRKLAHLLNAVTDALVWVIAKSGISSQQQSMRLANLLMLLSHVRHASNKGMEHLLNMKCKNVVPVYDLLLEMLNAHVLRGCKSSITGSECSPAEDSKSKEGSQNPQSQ
Smad3 inh: Smad3 (human) transcription factor binding inhibition | P84022 | TR-FRET Smad3/Dy647-FoxH1 peptide binding, europium anti-His | inhibition, % at 25 µM | actives 0.29% (n = 88,000);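 active = compounds that reduce the energy-transfer binding signal between the protein and its labelled peptide by more than half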;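 note: 0% = Smad3 plus labelled peptide maximal FRET and 100% = peptide-only background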
Target sequence (P84022 whole entry, looked up): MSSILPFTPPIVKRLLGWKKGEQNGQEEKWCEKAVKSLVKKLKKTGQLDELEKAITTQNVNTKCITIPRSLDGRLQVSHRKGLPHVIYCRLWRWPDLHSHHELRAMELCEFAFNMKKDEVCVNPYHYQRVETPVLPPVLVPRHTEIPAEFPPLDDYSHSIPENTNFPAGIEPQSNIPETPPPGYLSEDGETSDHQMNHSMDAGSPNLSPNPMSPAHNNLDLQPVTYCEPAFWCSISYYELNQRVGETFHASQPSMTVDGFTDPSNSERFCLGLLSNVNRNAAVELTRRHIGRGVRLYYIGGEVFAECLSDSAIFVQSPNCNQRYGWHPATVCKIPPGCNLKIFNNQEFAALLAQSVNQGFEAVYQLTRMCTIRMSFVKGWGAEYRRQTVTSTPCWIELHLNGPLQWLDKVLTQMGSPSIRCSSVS
VCAM1 TNFa inh: reduces TNF alpha induced VCAM1 expression in HUVEC; HUVEC TNFa-induced VCAM-1 immunofluorescence, high-content imaging; inhibition, % at 2 µM; actives 0.48% (n = 95,000); AID 802;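 active = inhibition above the batch mean plus 3 SD, with images confirmed as a hit by eye, cut at about 37% in these data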;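 note: 0% = TNF-stimulated DMSO wells and 100% = unstimulated control wells; not every result past the cut was called active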
Calb biofilm kill: kills Candida albicans biofilms; C. albicans biofilm + clotrimazole, Alamar Blue; actives 0.14% (n = 85,000); inhibition, % at 6 µM; AID 834;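 active = inhibition above 20%; inactive = inhibition below 20%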;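 note: preformed 24 hr biofilms exposed to compound for 48 hr; 0% = biofilm without compound and 100% = blank killed by clotrimazole plus chlorhexidine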
IL1B cytotox: HUVEC cytotoxicity counter-screen, IL-1B stimulated; HUVEC cell count loss, Hoechst imaging; AID 845; cell count reduction, % at 2 µM; actives 0.41% (n = 94,000);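 active = cell count reduction more than 3 SD above the screen-wide mean, cut at about 70% in these data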;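 note: normalized per plate to untreated control cells as the no-loss baseline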
sEH act: increases human soluble epoxide hydrolase activity | P34913 | purified human sEH enzymatic activity, activator screen | activation, % at 2 µM | actives 0.04% (n = 91,000) | AID 717; in the data active = activation above about 37%; note: values of inactives mirror those of a sister screen read the other way
F-actin modifier: modifiers of cytoskeleton assembly; HUVEC TNFa F-actin phalloidin imaging, high content; inhibition, % at 2 µM; actives 0.18% (n = 91,000); AID 836;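 active = inhibition above the batch mean plus 3 SD and confirmed as a hit by visual image inspection, cut at about 30% in these data, passing the limit was not always enough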; note: strong numbers were not always called active
sEH inhibitor: blocks human soluble epoxide hydrolase activity; P34913; recombinant human sEH enzymatic activity assay; inhibition, % at 2 µM; actives 0.34% (n = 91,000); in the data active = inhibition above about 80%; note: values of inactives mirror those of a sister screen read the other way; many of its hits are not listed in these tables
TNFa cytotox: toxic to HUVEC cells under TNF alpha stimulation | HUVEC TNFalpha-stimulated, Hoechst cell count, imaging | cell count reduction, % at 2 µM | actives 0.17% (n = 93,000) | AID 848;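 active = cell count reduction exceeding the screen mean by over 5 SD, scaled to untreated wells per plate, cut at about 78% in these data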;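 note: cells counted after 24 h of TNF alpha exposure following the 1 h pretreatment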
* = called active by the depositor; · = not tested or not shown; [ ] = another dose, or the depositor's remark.

Fields – sEH act	sEH inhibitor	Smad3 inh	TNFa cytotox	F-actin modifier	VCAM1 TNFa inh	Calb biofilm kill	ERb coact inh	IL1B cytotox
- CCOC(=O)c1c(C)[nH]c(C)c1C(=O)COC(=O)CNC(=O)c1ccc(OCC)cc1
  15	-15	8[fluorescence artefact?]	5	-10	12	2	2	-1
- N#C/C(=C/c1cc(Br)cs1)C(=O)NCC1CCCO1 (stereo unspecified)
  -7	6	·	-16	-13	-16	·	·	88*
- CCN(CC)C(=O)CSc1ncnc2c1nnn2-c1ccc(OC)cc1
  17	-18	4	8	7	11	-1	-1[fluorescence artefact?]	16
- FC(F)(F)C(Oc1nc(NC2CCCCC2)nc(N2CCOCC2)n1)C(F)(F)F
  -5	8	6	-6	32	-4	4	-21	-10
- COc1ccccc1N1CCN(CCC(=O)Nc2ccc3c(c2)OCO3)CC1
  -4	6	0	-15	13	-3	4	10	14
- COc1ccc(NC(C#N)c2ccc(OC)cc2)cc1 (stereo unspecified)
  7	-5	2	-27	3	-3	9	-2	-5
- COCCn1nnnc1C(c1cc2cc(OC)ccc2[nH]c1=O)N1CCC(Cc2ccccc2)CC1 (stereo unspecified)
  2	-3	3	·	·	·	6	1	-10
- CN(C)S(=O)(=O)N(CCN1CCOCC1)Cc1ccccc1F
  -2	2	1	8	4	-45	5	1	14
- O=C(CCN1Cc2ccccc2C1)c1ccc2c(c1)OCCO2
  14	-16	-6	-28	-20	3	0	-7[fluorescence artefact?]	-51
- CS(=O)(=O)N(CC(=O)N1CCCC1)c1ccc2c(c1)OCCO2
  -7	7	4	-32	·	-10	0	2	-7
- Cc1ccc(NC(=O)Cn2c(CCC(=O)O)ccc2-c2cccs2)cc1
  -8	8	2	-15	6	19	6	20	-3
- CC(C(=O)O)N1C(=O)c2ccccc2C1=O (stereo unspecified)
  2	-6	-8	4	·	12	-4	19	8
- COc1ccc(/C(O)=C2/C(=O)C(=O)N(CC3CCCO3)C2c2ccc(OC)c(OC)c2)cc1 (stereo unspecified)
  -15	15	-4	-12	-12	10	7	11	-33
- CCCN(CCC)C(=O)C1c2ccccc2Oc2ccccc21
  4	-4	0	-19	-24	-16	7	5[fluorescence artefact?]	-60
- COc1cc(O)oc1C=Nc1ccc(Oc2ccccc2)cc1
  -4	5	·	-8	4	8	·	·	-7
- O=C(CCCn1c(=O)c2sccc2n(CC(=O)NCc2ccco2)c1=O)NCc1ccco1
  26	-22	-9	16	-2	-12	-5	2	-2
- CC(=O)Nc1ccc(S(=O)(=O)c2ccc(N)cc2)cc1N
  -6	5	0	2	2	12	2	-10	-10
- C=CCNc1sc(C(=O)c2ccccc2)c(N)c1C#N
  10	-10	10	-31	25	5	14	12	7
- O=C(O)Cn1c(SCc2ccccc2)nc2ccccc21
  12	-12	-3	-13	-4	-8	9	-2	0
- CCNC(=O)CC1C(=O)N(c2ccc(C)cc2)C(=O)N1Cc1ccccn1 (stereo unspecified)
  -6	6	-6	-27	14	3	2	-2	-21
- Cc1ccc(NC(=O)CCn2c(=O)oc3ccccc32)c(C)c1
  1	-1	-3	11	67	-21	9	5	-2
- CCOc1c(CNCCNC(=O)c2nonc2N)cccc1OC
  0	2	-3	-39	·	0	7	0[fluorescence artefact?]	-58
- O=C(CCCCn1c(=S)[nH]c2ccsc2c1=O)NCc1ccco1
  2	0	0	-16	·	17	6	1	11
- Cc1cccc(C2N(c3nccs3)C(=O)C3CCCN32)c1 (stereo unspecified)
  ·	·	5	-18	-4	11	5	-4	-4
- Cc1ccccc1-n1c(=O)cc(N2CCN(C(=O)c3ccco3)CC2)[nH]c1=O
  15	-15	1	-4	5	4	10	-7	-35
- O=C(O)CSc1nnnn1-c1ccc2c(c1)OCCO2
  6	-7	·	-22	17	-4	·	·	-20
- CCSc1nc2c(c(=O)[nH]c(=O)n2C)n1C/C=C(/C)Cl
  -2	3	4	-6	-7	-6	1	-4[fluorescence artefact?]	-13
- Cc1cccc(OCCn2c(S(=O)(=O)O)nc3ccccc32)c1
  9	-10	3	-59	20	15	6	17	-1
- O=C1/C(=C\c2ccccn2)SC(=S)N1Nc1ncc(C(F)(F)F)cc1Cl
  1	-1	-8	-12	-24	-2	1	-12	-16
- COc1ccc(N(CC(=O)Nc2ccc3c(c2)OCO3)S(=O)(=O)c2c(C)nn(C)c2C)cc1
  -23	23	7	4	-8	4	2	14	-10

Seven compounds already listed, sorted by the number in ERb coact inh, lowest first.
compound	ERb coact inh
O=C1/C(=C\c2ccccn2)SC(=S)N1Nc1ncc(C(F)(F)F)cc1Cl	-12
Cc1ccccc1-n1c(=O)cc(N2CCN(C(=O)c3ccco3)CC2)[nH]c1=O	-7
CCNC(=O)CC1C(=O)N(c2ccc(C)cc2)C(=O)N1Cc1ccccn1 (stereo unspecified)	-2
O=C(CCCCn1c(=S)[nH]c2ccsc2c1=O)NCc1ccco1	1
CS(=O)(=O)N(CC(=O)N1CCCC1)c1ccc2c(c1)OCCO2	2
C=CCNc1sc(C(=O)c2ccccc2)c(N)c1C#N	12
COc1ccc(N(CC(=O)Nc2ccc3c(c2)OCO3)S(=O)(=O)c2c(C)nn(C)c2C)cc1	14

Three of these compounds, set out differently:
Compound	sEH act	sEH inhibitor	Smad3 inh	TNFa cytotox	F-actin modifier	VCAM1 TNFa inh	Calb biofilm kill	ERb coact inh	IL1B cytotox
O=C(CCN1Cc2ccccc2C1)c1ccc2c(c1)OCCO2	14	-16	-6	-28	-20	3	0	-7[fluorescence artefact?]	-51
CS(=O)(=O)N(CC(=O)N1CCCC1)c1ccc2c(c1)OCCO2	-7	7	4	-32	·	-10	0	2	-7
Cc1ccc(NC(=O)Cn2c(CCC(=O)O)ccc2-c2cccs2)cc1	-8	8	2	-15	6	19	6	20	-3

Further results follow:
Fields – sEH act	sEH inhibitor	Smad3 inh	TNFa cytotox	F-actin modifier	VCAM1 TNFa inh	Calb biofilm kill	ERb coact inh	IL1B cytotox
- CC(=O)N(CC(=O)O)c1ccccc1C(=O)O
  20	-19	·	-32	0	17	·	·	8
- O=C(Cc1ccccc1)N/N=C/c1cccs1
  -31	32	·	-10	30	2	·	·	-10
- C=CCn1c(O)c(CN2CCN(Cc3ccccc3)CC2)c(C)c(C#N)c1=O
  9	-8	15	-12	-1	8	5	-8	18
- CCN1CCCC1Cn1cnc2c([nH]c3cc(OC)ccc32)c1=O (stereo unspecified)
  8	-8	6	1	0	-9	6	-12	-4
- CCOC(=O)c1sc(NC(=O)CSc2nc3c(cc2C#N)CCCCC3)c(C#N)c1C
  2	-1	·	-6	3	-4	·	·	17
- CCN(CC)CCCN1C(=O)C(O)=C(C(=O)c2cccs2)C1c1ccccn1 (stereo unspecified)
  4	2	2	·	5	-27	0	-20	22
- COc1cc2c(cc1NC(=O)c1cncc(Br)c1)oc1ccccc12
  0	2	-2	-13	0	12	5	6[fluorescence artefact?]	10
- CCn1c(=O)c2c(n3cnnc13)-c1ccccc1CC21CCCCC1
  -6	6	5	-28	41*	-6	9	20[fluorescence artefact?]	-24
- COc1ccccc1N1CCN(C(CNS(=O)(=O)c2ccc(C)cc2)c2cccnc2)CC1 (stereo unspecified)
  -3	2	6	-2	-8	-4	5	11	8
- O=C(c1cc(-c2cccnc2)nc2ccc(Br)cc12)N1CCC2(CC1)OCCO2
  1	-1	17[fluorescence artefact?]	8	-2	-4	1	-8	-24
- O=C(CSc1nnc2scc(-c3ccccc3)n12)N1CCN(Cc2ccccc2)CC1
  -5	8	-12	0	-1	14	-5	-4	-2
- CCOc1ccc2nc(NC(=O)Cc3cccs3)sc2c1
  4	-6	·	1	-6	-22	·	·	16
- O=C(COc1ccccc1)N1CCN=C1c1ccccc1
  12	-8	9[fluorescence artefact?]	-23	2	21	5	-22[fluorescence artefact?]	-20
- O=C(C1CCC(CNS(=O)(=O)c2cccc3cccnc23)CC1)N1CCCC1 (stereo unspecified)
  -7	7	8[fluorescence artefact?]	-9	10	-5	8	-3	-57
- COc1ccc(-c2cc(C(=O)n3cnc4ccccc43)c3ccccc3n2)cc1
  12	-14	·	-19	5	-5	·	·	-10
- CN(CCCNC(=O)C1CCN(S(=O)(=O)N2CCC3(CC2)OCCO3)CC1)Cc1ccccc1
  -16	17	-8	-12	1	20	10	3[fluorescence artefact?]	-3
- Cc1cc(O)c(/C=N/Nc2ccc(Cl)cc2)c(=O)o1
  -2	3	·	-1	7	4	·	·	-11
- CS(=O)(=O)N(CC(=O)N/N=C/c1cccs1)c1cccc(Cl)c1Cl
  -6	8	·	12	-24	-3	·	·	-42
- CCS(=O)(=O)N1CCC(C(=O)NC2CCCCC2)CC1
  -33	33	-1	-20	31*	0	1	-8	-7
- CC(=O)c1ccc(NC(=O)Nc2ccc(NS(=O)(=O)c3ccc(C)cc3)cc2)cc1
  -80	80	·	-11	7	-16	·	·	-7
- COc1ccccc1C(=O)Nc1cccc(-c2cn3ccsc3n2)c1
  -6	10	12	-7	4	-10	10	-3	-5
- O=S(=O)(c1ccc2nc(COc3ccc(Cl)cc3Cl)[nH]c2c1)N1CCOCC1
  -24	23	7	-19	51	1	10	-7	-3
- CCc1ccccc1N1C(=O)C2CC=CCC2C1=O (stereo unspecified)
  2	2	-11	0	-10	3	-1	7[fluorescence artefact?]	-8
- Clc1ccccc1C1=Nn2c(nnc2-c2ccncc2)SC1
  9	-10	3	-5	-104	6	0	-2	-8
- COc1cc(-n2c(=O)c3ccccc3n(Cc3cccnc3)c2=O)cc(OC)c1OC
  ·	·	3	-4	-2	9	2	2	7
- CN1C(=O)C(CC(=O)Nc2ccc3c(c2)Cc2ccccc2-3)N(C)C1=O (stereo unspecified)
  -1	4	3	-20	-10	-5	-4	3	-14
- COC(=O)c1ccc(C(=O)OC)nc1
  4	-6	2	-14	13	-6	4	8[fluorescence artefact?]	12
- Cc1nnc(SCc2cccc(CSc3nnc(C)s3)c2)s1
  14	-13	2	-11	6	-6	4	27	-15
- COCCCNC(=O)CN1CCN(Cc2ccccc2Cl)C1=O
  -12	14	5	-7	-8	7	14	-7	-10
- CC1=C(C(=O)OC2CCCCCCC2)C(c2cccc(O)c2)NC(=O)N1 (stereo unspecified)
  ·	·	-3	3	-17	-15	6	9	0
- Cc1ccccc1OCC(=O)Nc1ccc(N2CCN(S(C)(=O)=O)CC2)cc1
  -65	66	7	·	18	·	2	15	-22
- COC(=O)c1nnn(-c2nonc2N)c1-c1cccs1
  -2	4	-11	-52	·	2	-2	0	-42

Part of the list above, set out differently:
Compound | sEH act | sEH inhibitor | Smad3 inh | TNFa cytotox | F-actin modifier | VCAM1 TNFa inh | Calb biofilm kill | ERb coact inh | IL1B cytotox
CN1C(=O)C(CC(=O)Nc2ccc3c(c2)Cc2ccccc2-3)N(C)C1=O (stereo unspecified) | -1 | 4 | 3 | -20 | -10 | -5 | -4 | 3 | -14
COC(=O)c1ccc(C(=O)OC)nc1 | 4 | -6 | 2 | -14 | 13 | -6 | 4 | 8[fluorescence artefact?] | 12
Cc1nnc(SCc2cccc(CSc3nnc(C)s3)c2)s1 | 14 | -13 | 2 | -11 | 6 | -6 | 4 | 27 | -15

Compound activity deposited in PubChem by several laboratories.

Only part of the results is shown; the hit share may differ from the screen's.
